Compound activity: PubChem, National Center for Advancing Translational Sciences (NCATS)
PGK inhibitor: T. brucei PGK inhibition | PGK/GAPDH coupled, Kinase-Glo luminescence, 60 min | 0.043% of 380,000 active | P07378 | Potency, µM (doses to about 57.5 µM), for the others: at the highest dose activity change, negative = inhibition, most hits filed as inhibitors; further: on the % scale 0 is the no-effect control and ±100 the full control effect; nearly all actives have a fitted effect of over 60% in size
Target sequence (P07378 whole entry, looked up): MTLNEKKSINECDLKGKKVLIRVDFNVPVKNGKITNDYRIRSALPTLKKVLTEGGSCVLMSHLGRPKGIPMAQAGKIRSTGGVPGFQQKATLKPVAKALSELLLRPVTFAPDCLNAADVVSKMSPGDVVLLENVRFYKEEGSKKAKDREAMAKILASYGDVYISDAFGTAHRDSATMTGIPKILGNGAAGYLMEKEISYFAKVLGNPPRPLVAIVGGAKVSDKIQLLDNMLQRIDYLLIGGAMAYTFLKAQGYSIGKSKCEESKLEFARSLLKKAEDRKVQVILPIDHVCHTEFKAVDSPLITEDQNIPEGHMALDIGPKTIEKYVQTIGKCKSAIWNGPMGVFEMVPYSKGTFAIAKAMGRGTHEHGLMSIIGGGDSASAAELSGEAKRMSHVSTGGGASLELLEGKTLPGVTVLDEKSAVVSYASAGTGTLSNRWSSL
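Recombinant glycosomal PGK reaction used 1,3-bisphosphoglycerate generated in-well by GAPDH (100nM final) in 100mM TEA pH 7.6, 5mM MgCl2, 0.01% Tween-20. After 60 minutes at room temperature, ATP was read by Kinase-Glo Plus luminescence end-point.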
BAZ2B block: inhibitors of human BAZ2B bromodomain; Q9UIF8; AlphaScreen BAZ2B-H3K14Ac peptide displacement; Potency, µM (top dose mostly 114 µM), for inactives: top-dose activity change, negative = inhibition, actives largely listed as inhibitors; 4.4% of 360,000 active; further: on the % scale 0 is the no-effect control and ±100 the full control effect; nearly all actives have a fitted effect of over 60% in size
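Inhibition is scored as reduced AlphaScreen emission. The BAZ2B/b-H3(5-23)K14Ac complex (50 nM each) in PBS pH 7.4, 0.01% Tween-20 meets compound (up to 110 uM) for 30 min at RT before bead addition.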
JMJD2A Tudor: inhibitors of human JMJD2A Tudor domain; O75164; AlphaScreen JMJD2A-Tudor / H3K4me3 peptide binding; Potency, µM (doses to about 114 µM), for inactives: at the highest dose activity change, negative = inhibition, actives largely listed as inhibitors; 4.4% of 390,000 active; AID 504339; further: on the % scale 0 is the no-effect control and ±100 the full control effect; nearly all actives have a fitted effect of over 50% in size
GLS inhibitor: inhibitors of human glutaminase (GLS) | O94925 | GLS enzymatic activity, qHTS titration | Potency, µM (top dose mostly 45.5 µM), without a hit: at the highest dose activity change, negative = inhibition, actives largely listed as inhibitors | 0.21% of 410,000 active | AID 624170; further: on the % scale 0 is the no-effect control and ±100 the full control effect
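Coupled fluorescence readout: glutamate oxidase/HRP/Amplex Red detect glutamate formed by hKGA from L-glutamine (1 mM solution added). Buffer 45 mM KH2PO4 pH 8.2, 0.02% Tween-20; reads at t0 and 30 min RT.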
G9a inh: G9a (human) methyltransferase inhibition | 8.8% of 350,000 active | G9a H3K9 monomethylation, AlphaScreen, 2 h | AID 504332 | Potency, µM (highest dose often 102 µM), for inactives: at the highest dose activity, negative = inhibition, most hits filed as inhibitors; further: on the % scale 0 is the no-effect control and ±100 the full control effect; nearly all actives have a fitted effect of over 75% in size
Target sequence (Q96KQ7 913-1193 limits assumed): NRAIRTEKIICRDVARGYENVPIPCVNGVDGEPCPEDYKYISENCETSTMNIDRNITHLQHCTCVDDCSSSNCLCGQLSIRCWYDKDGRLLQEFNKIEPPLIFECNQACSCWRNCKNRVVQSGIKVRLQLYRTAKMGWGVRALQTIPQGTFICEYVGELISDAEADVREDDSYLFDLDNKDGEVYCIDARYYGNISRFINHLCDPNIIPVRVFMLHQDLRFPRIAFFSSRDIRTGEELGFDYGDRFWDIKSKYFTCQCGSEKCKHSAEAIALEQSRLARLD
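Step 1: enzyme (final 20 nM) with compound, 15 min RT. Step 2: substrate peptide 500 nM and SAM 20 uM, 2 h RT. Step 3: anti-H3K9me1 antibody and AlphaScreen beads, 10 min, then plate read.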
BLM helicase inh: Bloom syndrome helicase (human) inhibition. recombinant BLM DNA unwinding, fluorescence dequenching. Potency, µM (series often up to 56.1 µM), inactives show at the top dose activity change, negative = inhibition, hits mostly inhibitors. 0.2% of 350,000 active. AID 2528;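 further: plate controls were vehicle for no effect and no enzyme for full effect; nearly all actives have a fitted effect of over 35% in size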
HP1b binding inh: inhibitors of HP1-beta chromodomain binding to methylated histone tails. P83916. AlphaScreen HP1-beta / biotin-H3K9me3 peptide binding. Potency, µM (top dose mostly 114 µM), inactives show at the highest dose activity change, negative = inhibition, most hits filed as inhibitors. 0.56% of 390,000 active; further: nearly all actives have a fitted effect of over 70% in size; inactives centre near 23
Target sequence (P83916 whole entry, looked up): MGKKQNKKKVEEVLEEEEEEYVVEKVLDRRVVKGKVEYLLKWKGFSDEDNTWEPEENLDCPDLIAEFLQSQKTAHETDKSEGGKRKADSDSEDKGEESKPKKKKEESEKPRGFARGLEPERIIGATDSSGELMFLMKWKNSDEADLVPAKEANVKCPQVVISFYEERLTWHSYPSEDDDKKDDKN
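Compound inhibition of the preformed complex between 50 nM HP1-beta and 50 nM biotinylated H3K9me3 peptide was read by AlphaScreen. Buffer was PBS pH 7.4 with 0.01% Tween-20. Incubations ran 30 min at room temperature, with 10 ug/mL donor/acceptor beads.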
Pol iota inh: blocks human DNA polymerase iota activity | Q9UNA4 | Potency, µM (series often up to 115 µM), for the others: at the highest dose activity, negative = inhibition, actives largely listed as inhibitors | 1% of 390,000 active | Pol iota fluorescent replication assay, 10 min | AID 588590
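Pol iota at 10 nM preincubated 15 min with compounds at room temperature; reaction started with fluorescent substrate, 50 nM final. Fluorescence read kinetically at 0 and 10 min; buffer-only wells as negative control.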
Pin1 inh: human Pin1 inhibition | Pin1 FP peptide displacement, HiFluor488, 10 min | Potency, µM (doses to about 115 µM), without a hit: at the top dose activity, negative = inhibition, usual class: inhibitors | 0.009% of 390,000 active; active means well fitted inhibition curve with a large enough effect in the polarisation, with a control signal flat, not every such curve was filed as active; inconclusive means small, poorly fitted or top-dose-only effect, or effect the other way, or a change in a side signal; inactive means no such curve, though single readings can be large or run the other way; the % refers to the polarisation; further: on the % scale 0 is the no-effect control and ±100 the full control effect
Target sequence (Q13526 whole entry, looked up): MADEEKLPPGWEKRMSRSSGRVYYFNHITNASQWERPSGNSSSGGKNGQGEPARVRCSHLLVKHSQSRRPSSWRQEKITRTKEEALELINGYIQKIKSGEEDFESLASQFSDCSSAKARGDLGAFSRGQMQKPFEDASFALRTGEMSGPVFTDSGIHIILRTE
* hit, by the source's call; i = inactive; ? = inconclusive; . = not tested or not shown; & = joins results of further samples; [ ] = another dose, or the depositor's remark. Unless noted, the call rests on the fitted dose curve; in most records, active means well fitted curve in the direction sought with a large enough effect; inconclusive means small, poorly fitted or top-dose-only effect, or another doubt; inactive means no such curve, though single readings can be large; an effect the other way counts as inactive or inconclusive. Potency means the concentration at half of the fitted maximal effect. Some of the compounds tested, so the mix of outcomes need not match the whole.

(1) COC(=O)c1cc(Br)ccc1NC(=O)CSCc1c(C)noc1C
(2) Cc1ccc2c(c1)c1c(c(=O)n(-c3cccc(Cl)c3)c(=O)n1C)n2C
(3) COc1ccc(CNS(=O)(=O)c2ccc3c(c2)NC(=O)CS3)cc1
(4) Cc1cc(C(=O)Nc2nnc(C3CCCCC3)s2)cs1
(5) O=C1C2C3C=CC(O3)C2C(=O)N1Cc1ccncc1 (configuration not stated)

Compound	1	2	3	4	5
PGK inhibitor	-9%	-3%	-7%	i	2%
BAZ2B block	8%	-4%	-22%	-18%	.
JMJD2A Tudor	7%	-8%	-22%	-13%	-19%
GLS inhibitor	0%	1%	-7%	-9%	5%
G9a inh	-122%[12.7 µM]	2%[59 µM]	18%	-1%[12.7 µM]	.
BLM helicase inh	.	0%	-2%	0%	.
HP1b binding inh	74%[activator]	-1%	20%	8%	9%
Pol iota inh	28%	20%	22%	2%[58.9 µM]	10%
Pin1 inh	3%	-7%	-6%	0%	-11%

(6) O=C(CCc1nnc2ccc(NCc3ccco3)nn12)N1CCCCC1
(7) Cc1cc(Cl)ccc1C(=O)C1CCCN(C(=O)CCN2CCCO2)C1 (configuration not stated)
(8) O=S(=O)(NC1CCCCC1Nc1ccccc1)c1ccccc1 (configuration not stated)
(9) CCn1c(=O)cc(OCC(=O)NC2CCCCC2)c2ccccc21
(10) Cc1ccc(CNC(=O)c2ccc(N3CCCC3=O)cc2)cc1

Compound	6	7	8	9	10
PGK inhibitor	-3%	-6%	i	-1%	-2%
BAZ2B block	?	4%	0%	7%	0%
JMJD2A Tudor	-18%	-15%	-12%	-12%	-16%
GLS inhibitor	-6%	-13%	18%	-11%	-16%
G9a inh	?	-2%	5%[59 µM]	5%[12.7 µM]	.
BLM helicase inh	-10%	-1%	-2%	-7%	-1%
HP1b binding inh	14%	36%	32%	32%	10%
Pol iota inh	-6%	51%[activator]	33%[activator]	9%	31%[activator]
Pin1 inh	-2%	1%	-13%	-11%	-1%

Sorted by molecular weight (smallest number first): three of the compounds above
(9) CCn1c(=O)cc(OCC(=O)NC2CCCCC2)c2ccccc21
(8) O=S(=O)(NC1CCCCC1Nc1ccccc1)c1ccccc1 (configuration not stated)
(6) O=C(CCc1nnc2ccc(NCc3ccco3)nn12)N1CCCCC1

Compound	9	8	6
PGK inhibitor	-1%	i	-3%
BAZ2B block	7%	0%	?
JMJD2A Tudor	-12%	-12%	-18%
GLS inhibitor	-11%	18%	-6%
G9a inh	5%[12.7 µM]	5%[59 µM]	?
BLM helicase inh	-7%	-2%	-10%
HP1b binding inh	32%	32%	14%
Pol iota inh	9%	33%[activator]	-6%
Pin1 inh	-11%	-13%	-2%

The results go on:
(11) CC(C)N1CC(COc2ccc(Cl)cc2Cl)OC1=O (configuration not stated)
(12) Cc1nn2c(Nc3ccc(F)cc3)c3c(nc2c1-c1ccccc1)CCC3
(13) Cc1cc(/C=C2/NC(=O)NC2=O)c(C)n1-c1ccncc1
(14) CN(CCOc1ccccc1)C(=O)CNC(=O)c1ccc(C(C)(C)C)cc1
(15) COc1ccc(/C=N/n2c(C)nnc2C)c(OC)c1

Compound	11	12	13	14	15
PGK inhibitor	-1%	-1%	-3%	3%	-6%
BAZ2B block	2%	8%	-17%	-5%	15%
JMJD2A Tudor	-2%	0%	-20%	-1%	13%
GLS inhibitor	13%	-2%	-11%	6%	-8%
G9a inh	55%[activator]	12%[59 µM]	-35%	-4%[12.7 µM]	16%[59 µM]
BLM helicase inh	2%	3%	-12%	.	2%
HP1b binding inh	22%	38%	-4%	31%[activator]	23%
Pol iota inh	11%	22%	34%[activator]	-16%	1%
Pin1 inh	-9%	-3%	-4%	4%	-4%

(16) COc1ccnc(Oc2ccccc2)c1C(=O)N/C=N/OCc1ccccc1
(17) O=C(Nc1cccc(Cl)c1)c1ccc(=O)[nH]n1
(18) O=C(Nc1cc(-c2ccc(Cl)cc2)no1)c1ccc(F)cc1
(19) OC(CN1CCCCC1)CN1CCCCC1
(20) C/C=C(\C)CN1CCN(c2ccc(C)cc2)CC1

Compound	16	17	18	19	20
PGK inhibitor	7%	-10%	i	3%	-4%
BAZ2B block	-4%	2%	0%	-12%	25µM*
JMJD2A Tudor	-10%	-13%	-8%	-1%	7.1µM*
GLS inhibitor	3%	1%	-13%	-7%	18%
G9a inh	-3%	13%	-10%[59 µM]	9%	10µM*
BLM helicase inh	-2%	2%	-1%	-2%	-1%
HP1b binding inh	-3%	5%	49%[activator]	44%[activator]	-64%
Pol iota inh	-22%	18µM*	?	-13%	11%
Pin1 inh	1%	0%	-1%	9%	0%

(21) CCOC(=O)C[C@H]1c2ccc(C(F)(F)F)cc2S(=O)(=O)N1c1cccc(OC)c1
(22) CSc1nc(C)c2c(n1)N(c1ccc(C(C)C)cc1)CC2
(23) O=C(CCCN=C1NS(=O)(=O)c2ccccc21)OCC(=O)N1CCc2ccccc21
(24) COc1cc2cc(CN(C(=O)NC3CCCCC3)C3CCCC3)c(=O)[nH]c2cc1OC
(25) COC(=O)[C@@H](NC(=O)Nc1ccccc1F)C(C)C

Compound	21	22	23	24	25
PGK inhibitor	0%	-9%	i	-5%	-8%
BAZ2B block	.	10%	2%	16%	-7%
JMJD2A Tudor	-17%	7%	-9%[57.1 µM]	-15%	-16%
GLS inhibitor	2%	1%	-11%	9%	7%
G9a inh	.	40%[12.7 µM]	-2%	-3%[59 µM]	2%
BLM helicase inh	.	-2%	-2%	0%	-3%
HP1b binding inh	35%	27%	80%[activator]	12%	24%
Pol iota inh	17%&-4%	-12%	9%	5%	-9%
Pin1 inh	0%	-5%	-6%	9%	-6%

(26) Cn1c(SCc2ccccn2)nnc1-c1ccccc1
(27) CCSc1nc2c(c(=O)[nH]1)C(c1ccncc1)C(C(=O)OC)=C(C)N2 (configuration not stated)
(28) C=CCn1c(SCC(=O)NCC2CCCO2)nc2sc(CC)cc2c1=O (configuration not stated)
(29) Cc1cccc(NC(=O)CN2C(=O)N/C(=C\c3cccn3-c3cccc(C(=O)O)c3)C2=O)c1
(30) COc1ccc(OC)c(C(=O)c2ccc(C(=O)Nc3cccc4ccccc34)cc2)c1

Compound	26	27	28	29	30
PGK inhibitor	6%	8%	-3%	-6%	-4%
BAZ2B block	16%	6%	.	56µM*	-9%
JMJD2A Tudor	-14%	5%	5%	-28%	-9%
GLS inhibitor	0%	28%	-8%	3%	4%
G9a inh	.	2%[59 µM]	.	35µM*	-6%[59 µM]
BLM helicase inh	0%	-1%	.	-5%	-2%
HP1b binding inh	27%	50%[activator]	33%	-30%	17%
Pol iota inh	29%	12%	-28%	50µM*	13%
Pin1 inh	1%	3%	-1%	66%[activator]	3%

(31) Cc1ccc(-c2noc(CN(C(=O)CCN3C(=O)c4ccccc4C3=O)C(C)C)n2)cc1
(32) O=c1c2ccccc2n(Cc2cccc(Cl)c2)c(=O)n1CCc1ccccc1
(33) Cc1cccc(-c2nnn(C/C(N)=N/O)n2)c1
(34) O=C(CP(=O)(c1ccccc1)c1ccccc1)N1CCCCC1
(35) CC(OC(=O)c1nn(C)c(=O)c2ccccc12)C(=O)NCc1ccc2c(c1)OCO2 (configuration not stated)

Compound	31	32	33	34	35
PGK inhibitor	-6%	0%	i	10%	-2%
BAZ2B block	6%	17%	-15%	13%	.
JMJD2A Tudor	-15%	-5%	-9%	-3%	-17%
GLS inhibitor	1%	-7%	4%	18%	0%
G9a inh	11%[59 µM]	57%[activator][59 µM]	6%	-6%[12.7 µM]	-3%[59 µM]
BLM helicase inh	1%	-9%	-6%	1%	-3%
HP1b binding inh	35%	16%	38%[activator]	22%	29%
Pol iota inh	8%	-24%	5%	4%	3%
Pin1 inh	0%	1%	-13%	-3%	1%

(36) Cc1ccc(OCC(=O)Nc2ccc(S(=O)(=O)N(C)C3CCN(C)CC3)cc2)c(C)c1
(37) COc1ccccc1C(=O)NNC(=O)C(=O)NC1CCCCC1
(38) Cc1oc2cc3oc(=O)ccc3cc2c1C
(39) Nc1c2c(nc3sc4c(c13)CCCC4)-c1ccccc1CC2
(40) COc1ccc(CCNC(=O)COC(=O)/C=C/c2ccc(OC)c(OC)c2)cc1

Compound	36	37	38	39	40
PGK inhibitor	-8%	i	-4%	-2%	i
BAZ2B block	-18%	-7%	15%	-2%	-3%
JMJD2A Tudor	-6%	-12%	10%	-14%	-14%
GLS inhibitor	-3%	-3%	-4%	17%	13%
G9a inh	.	22%	13%	-1%	6%[59 µM]
BLM helicase inh	-5%	-1%	1%	-5%	2%
HP1b binding inh	28%	49%[activator]	31%	6%	22%
Pol iota inh	19%	?	6%	135%[activator]	31%
Pin1 inh	-3%	1%	-1%	5%	-2%

(41) O=C(c1ccc(Cn2c(=S)[nH]c3cc4c(cc3c2=O)OCO4)cc1)N1CCN(c2ccccc2)CC1
(42) COc1cccc(/C=N/NC(=O)CC(=O)NCCc2ccc(OC)c(OC)c2)c1
(43) Cc1ccc(C(=O)CSc2nc(C)cc(C)c2C(N)=O)cc1
(44) CC1=Nc2ccc(Br)cc2C(c2ccccc2)N1CC(=O)NN (configuration not stated)
(45) Cc1cccc(C(C)C)c1NC(=O)c1cc2ccccc2o1
(46) O=C(CCC(=O)c1ccc[nH]1)c1ccc(Cl)cc1
(47) COc1ccc(CCNC(=O)CCCCCN2C(=O)c3ccccc3C2=O)cc1

Compound	41	42	43	44	45	46	47
PGK inhibitor	-4%	.	i	i	1%	-13%	-8%
BAZ2B block	5%	10%	-3%	-25%	2%	1%	2%
JMJD2A Tudor	-20%	?	-14%	-12%	2%	-10%	0%
GLS inhibitor	-11%	2%	3%	-6%	3%	-4%	10%
G9a inh	1%	0%	29%[59 µM]	-26%	.	?	20%
BLM helicase inh	-7%	-1%	1%	-9%	-8%	-17%	2%
HP1b binding inh	18%	-17%	56%[activator]	33%[activator]	31%	42%[activator]	8%
Pol iota inh	38%[activator]	1%	19%	-13%	-7%	?	6%
Pin1 inh	5%	-2%	4%	-10%	-3%	3%	0%
